# APP 5UTR inh: inhibitors of APP translation via 5'UTR reporter, primary screen, APP 5'UTR luciferase, SH-SY5Y cells. SH-SY5Y APP 5'UTR-luciferase reporter, luminescence. inhibition, % at 2 µM. hit rate 0.82% among 190,000;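 active = inhibition above a set limit, derived from the sample mean plus 3 SD, cut at about 45% in these data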; note: values of inactives mirror those of a sister screen read the other way
# STAT3 act: IL-6 driven STAT3 reporter potentiators, primary screen, U3A cells, luciferase, luminescence, MLSCN library | IL-6 STAT3-luciferase reporter; 100% = signal with IL-6 EC80 alone | activation (% of control), % at 5.6 µM | hit rate 0.91% among 190,000 | AID 871, 2007;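 active = activation above the screen-wide mean of compound activation plus 3 SD, cut at about 130% in these data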;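 note: 0% = background luminescence of wells with medium and substrate only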
#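 Test system: human U3A cells carrying STAT3-luciferase construct; control set: IL-6-only wells as 100% reference; timing: compound pre-incubation 1 h before IL-6, then 6 h stimulation at 37 °C; also added: IL-6 stimulus at 33 ng/mL final; evaluation: % activation versus median of IL-6-stimulated wells; detection: reporter luminescence signal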
# STAT1 blocker: STAT1 signaling inhibitors, primary screen, cell-based, HTS, luciferase reporter. NIH 3T3 STAT1-luciferase reporter, IFN-gamma, luminescence. hit rate 0.35% among 200,000. inhibition, % at 5.5 µM;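 active = inhibition above a set limit, the mean inhibition across all tested compounds plus 3 SD, cut at about 34% in these data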;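 note: 0% = IFN-gamma with DMSO and 100% = IFN-gamma with 300 µM nifuroxazide; values of inactives mirror those of a sister screen read the other way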
# G6PDH CS: L. mesenteroides G6PDH inhibitors, counter-screen for G6PDH-coupled screening assays, biochemical, Leuconostoc mesenteroides enzyme. glucose-6-phosphate dehydrogenase [Leuconostoc mesenteroides]. Purified L. mesenteroides G6PDH, diaphorase/resazurin coupled fluorescence, 45 min. inhibition, % at 5 µM. hit rate 0.12% among 200,000. AID 1020, 2008; in the data active = inhibition above about 50%
# Diaphorase inh: diaphorase inhibitors and chemical oxidizers, primary screen, counter-screen for diaphorase-coupled primary assays, biochemical, uHTS, resorufin fluorescence | inhibition, % at 20 µM | hit rate 0.69% among 190,000 | diaphorase resazurin-to-resorufin fluorescence, NADH, 16 min; bacterial (C. kluyveri) enzyme, not human;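 active = primary screen inhibition at 20 µM above a set limit, cut at about 50% in these data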;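 note: plate controls were DMSO with full reaction for no effect and wells lacking NADH for full effect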
#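 Assay system: diaphorase enzyme from Clostridium kluyveri. Quantity: enzyme working solution with 0.14 U/mL diaphorase. Schedule: reaction incubation of 16 min at room temperature. Technique: resorufin fluorescence, excitation 544 nm, emission 590 nm. Controls: No-NADH positive control and DMSO neutral control.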
# TLR4 MyD88 comp: inhibitors of TLR4-MyD88 association in cells, primary screen, cell-based, HeLa CL3-4, BLA complementation, FRET ratio; HeLa CL3-4 TLR4/MyD88 BLA complementation; inhibition, % at 8.4 µM; Toll-like receptor 4 (Homo sapiens) + Myeloid differentiation primary response protein …; hit rate 0.18% among 200,000; in the data active = inhibition above about 25%;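 note: 0% = vehicle and 100% = reference inhibitor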
# Target sequence (O00206 whole entry, looked up): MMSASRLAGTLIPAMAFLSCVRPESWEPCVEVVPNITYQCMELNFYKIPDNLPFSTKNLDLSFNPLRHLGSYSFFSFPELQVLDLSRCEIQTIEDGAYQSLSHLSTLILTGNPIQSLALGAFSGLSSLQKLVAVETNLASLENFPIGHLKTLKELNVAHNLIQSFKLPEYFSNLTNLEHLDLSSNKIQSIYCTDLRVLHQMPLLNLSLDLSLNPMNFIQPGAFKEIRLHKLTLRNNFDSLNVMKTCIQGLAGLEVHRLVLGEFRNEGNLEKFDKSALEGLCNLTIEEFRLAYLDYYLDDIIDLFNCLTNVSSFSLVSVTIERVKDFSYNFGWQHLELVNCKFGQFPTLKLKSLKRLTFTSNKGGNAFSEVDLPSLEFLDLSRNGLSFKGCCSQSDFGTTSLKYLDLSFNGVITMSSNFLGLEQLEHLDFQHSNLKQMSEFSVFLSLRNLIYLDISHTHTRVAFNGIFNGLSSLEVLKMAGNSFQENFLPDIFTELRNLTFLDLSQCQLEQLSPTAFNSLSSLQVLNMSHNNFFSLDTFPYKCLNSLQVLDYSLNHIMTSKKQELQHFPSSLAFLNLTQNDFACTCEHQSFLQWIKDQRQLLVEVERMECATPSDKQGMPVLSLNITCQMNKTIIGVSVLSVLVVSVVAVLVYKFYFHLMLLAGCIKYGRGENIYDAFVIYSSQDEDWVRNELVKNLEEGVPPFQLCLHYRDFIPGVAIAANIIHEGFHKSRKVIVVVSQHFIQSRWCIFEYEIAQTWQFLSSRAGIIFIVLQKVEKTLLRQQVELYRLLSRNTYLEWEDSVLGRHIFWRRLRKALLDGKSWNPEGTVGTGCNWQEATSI
# Target sequence (Q99836 whole entry, looked up): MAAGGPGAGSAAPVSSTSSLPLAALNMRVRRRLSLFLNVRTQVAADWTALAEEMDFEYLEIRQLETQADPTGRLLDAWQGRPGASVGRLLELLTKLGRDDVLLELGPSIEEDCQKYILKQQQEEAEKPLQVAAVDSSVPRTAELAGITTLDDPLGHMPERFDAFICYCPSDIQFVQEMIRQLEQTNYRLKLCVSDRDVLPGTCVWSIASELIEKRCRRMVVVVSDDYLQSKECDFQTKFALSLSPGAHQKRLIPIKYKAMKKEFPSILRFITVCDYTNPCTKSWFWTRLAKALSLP
# STAT1 activator: STAT1 signaling activators, primary screen, cell-based, HTS, luciferase reporter | NIH 3T3 STAT1-luciferase reporter, IFN-gamma, luminescence; 100% = IFN-gamma alone, no compound | activation (% of control), % at 5.5 µM | hit rate 2.6% among 200,000 | AID 932, 2007;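 active = activation above the screen-wide mean activation plus 3 SD, cut at about 130% in these data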;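 note: raw ratio to IFN-gamma control signal so 100% means no change and 0% no light; values of inactives mirror those of a sister screen read the other way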
# Diaphorase act: compounds boosting diaphorase resazurin reduction – biochemical, uHTS, resorufin fluorescence, counter-screen for diaphorase-coupled primary assays, primary screen | hit rate 0.005% among 190,000 | activation factor at 20 µM | AID 1229, 2008 | Diaphorase/resazurin coupled assay, 16 min; hits give high values; 1 = vehicle wells, 0 = NADH-free wells;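 active = diaphorase activity raised at least twofold by the compound at 20 µM; inactive = activation factor below 2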
#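 Assay system: bacterial diaphorase enzyme (C. kluyveri) / Input: enzyme 0.07 U/mL final / Medium: 50 mM HEPES pH 7.4 with 4.542 mM MgCl2, 0.005% Tween 20 / Doses: single compound dose of 20 µM, 1% DMSO final / Incubation: 16 min enzyme reaction, ambient temperature / Signal: fluorescence, excitation 544 nm and emission 590 nm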
# STAT3 blocker: IL-6 driven STAT3 reporter inhibitors, primary screen, U3A cells, luciferase, luminescence, MLSCN library. IL-6 STAT3-luciferase reporter; host cell line lacks STAT1. inhibition, % at 5.5 µM. hit rate 0.89% among 190,000;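 active = inhibition above the mean inhibition across all screened compounds plus 3 SD, cut at about 44% in these data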;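 note: 0% = DMSO only wells and 100% = 100 µM nifuroxazide control wells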
# Hsp70 act: Hsp70 transcriptional activators, primary screen, cell-based, HeLa, Hsp70 promoter luciferase, luminescence, 10 µM; HeLa Hsp70 promoter luciferase reporter; scaled: vehicle 0, proteasome-inhibitor control 100%; activation, % at 10 µM; hit rate 0.04% among 200,000; AID 1203, 2008;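 active = activation above the mean across all tested compounds plus 3 SD, cutoff set per campaign, cut at about 5.5% in these data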;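 note: 100% = MG132 at 30 µM as the positive control and 0% = DMSO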
# The depositor's hits bear a star; nt = not tested or not shown.
SMILES,APP 5UTR inh,STAT3 act,STAT1 blocker,G6PDH CS,Diaphorase inh,TLR4 MyD88 comp,STAT1 activator,Diaphorase act,STAT3 blocker,Hsp70 act
CCOc1ccc(N(C)S(=O)(=O)c2ccc(C)c(C(=O)OCC(=O)c3c[nH]c4ccccc34)c2)cc1,-25.4,99.1,17.1,8.0,20.1,-6.8,84.4,0.8,3.4,-0.3
CC(=O)Nc1cccc(NC(=S)Nc2ccc(F)c(Cl)c2)c1,-2.0,89.0,10.4,7.0,12.1,-1.8,89.7,0.9,22.5,0.0
CC1(C)Cc2c(c(N3CCCC3)[nH]c(=S)c2C#N)CO1,5.5,104.8,-5.8,4.4,-1.0,-5.5,105.4,1,0.6,-0.3
CCOc1ccccc1OCCOc1ccccc1CC,2.3,104.9,3.9,2.4,9.3,5.1,96.5,0.9,-1.1,-0.1
CN(c1ccccc1)S(=O)(=O)c1cccc(NC(=O)CN2CCc3ccccc3C2)c1,13.6,104.8,1.8,0.9,15.8,-11.5,96.1,0.8,-4.5,-0.3
CCN1CCN(c2ncnc3c2nnn3Cc2ccccc2)CC1,-0.3,99.2,-2.4,-3.1,4.3,4.2,102.2,1,4.7,-0.1
CCN1CCCC1CNC(=O)COc1cc(=O)n(C)c2ccccc12 (configuration not stated),4.5,94.0,-2.3,3.3,0.6,-1.0,102.1,1,9.6,0.5
O=C(CSc1nnc2n(C3CCCC3)c(=O)c3ccccc3n12)N1CCCCCC1,-15.9,88.4,26.5,15.7,9.2,12.9,76.0,0.9,17.1,0.0
CC(C)C(NC(=O)C12CC3CC(CC(C3)C1)C2)C(=O)N/N=C/C1=C(N2CCOCC2)C(=C\c2ccc([N+](=O)[O-])cc2)/CC1 (configuration not stated),19.8,102.8,2.7,0.1,24.1,14.4,97.6,0.8,-4.5,-0.2
CCOc1ccc(-c2cc(C(=O)NCCCn3ccnc3)c3ccccc3n2)cc1,2.9,96.7,-4.5,-3.3,-2.5,1.5,103.8,1,9.2,0.4
Cc1ccc(C)c(C(=O)Cn2ncc(Cl)c(Cl)c2=O)c1,38.3,89.8,16.4,2.4,-1.9,19.8,85.0,1,15.4,-0.4
Cc1cccc(C(=O)OCc2cc3ccccc3[nH]c2=O)c1,8.5,98.2,2.7,2.5,4.4,-0.5,97.5,1,4.0,0.0
CCOc1ccc(/C=C(\C(=O)O)c2ccc(S(=O)(=O)N3CCOCC3)s2)cc1OC,2.2,100.0,-3.6,19.8,7.7,-4.5,103.3,0.9,8.4,-0.3
C/C(CC(=O)Nc1ccc(Cl)cc1Cl)=N\NC(=O)C(=O)N1CCCC1,-4.7,96.1,-2.3,4.9,-2.7,9.3,100.2,1,10.7,-0.1
Cc1ccccc1NC(=O)c1ccc(NS(=O)(=O)c2cc(C(C)(C)C)cc(C)c2C)cc1,-15.0,105.7,0.9,-7.7,19.2,-10.6,99.2,0.8,-0.9,-0.5
Cc1cccc(C)c1NC(=O)C(c1cccs1)N(Cc1ccco1)C(=O)Cn1nnc2ccccc21 (configuration not stated),-26.4,104.0,-2.7,-29.3,9.7,-0.2,103.9,0.9,-0.4,0.0
O=C(Nc1ccc(Br)cc1)c1ccc(Br)c(S(=O)(=O)Nc2cccnc2)c1,-4.2,99.8,0.8,-0.7,4.0,7.1,99.3,1,-2.3,-0.2
Cc1cc(C(F)(F)F)nn1CC(=O)Nc1cccnc1,0.6,105.4,-13.7,12.7,2.8,-17.5,112.5,1,-3.2,-0.1
COc1ccc(-n2nnc3c(=O)n(CC(=O)N4CCCc5ccccc54)cnc32)cc1,-31.1,94.8,5.1,-1.1,-1.5,12.1,96.1,1,6.5,0.1
CC(C)Oc1ccc(C(=O)NC2(C(F)(F)F)N=C3SCCN3C2=O)cc1 (configuration not stated),2.8,100.9,2.0,-3.3,8.1,1.4,98.1,0.9,3.4,-0.3
CCC(/C=C1\Sc2ccc(OC)cc2N1CCO)=C\c1sc2ccc(OC)cc2[n+]1CCO,7.0,87.8,16.5,3.1,0.4,-13.7,85.5,1,18.1,-0.1
CS(=O)(=O)Nc1ccc(C(=O)Nc2cccc([N+](=O)[O-])c2)cc1,-2.5,103.0,0.6,4.2,11.2,0.4,98.8,0.9,8.6,0.7
COC(=O)CSc1nnc(-c2cccnc2)o1,8.2,95.6,-8.8,28.3,8.5,-3.1,108.1,0.9,8.9,0.0
CCn1c(CNC(=O)COC)nc2ccccc21,-0.2,100.2,-1.1,-19.4,6.5,17.4,101.0,0.9,4.6,-0.3
COc1ccccc1NC(=O)CN1CCC(n2nnc3cc(F)ccc32)CC1,-14.9,83.2,-5.5,8.9,19.5,5.7,105.0,0.8,23.5,-0.4
Cc1cc(C(=O)Cn2nnc3ccccc3c2=O)c(C)n1-c1c(C)n(C)n(-c2ccccc2)c1=O,-1.0,99.3,-1.0,0.3,15.3,-4.1,100.9,0.8,6.1,-0.3
CCOC(=O)CSc1nc2cc(C)ccc2cc1C#N,-134.6,107.9,-58.4,4.1,16.9,10.2,152.9*,0.8,-6.9,0.1
CCOC(=O)c1sc(NC(=O)c2cc(-c3cccc(O)c3)on2)c(C(=O)OCC)c1C,13.0,99.5,-5.4,9.6,10.4,-2.2,104.9,0.9,0.5,0.1
COc1ccc(C(C)=O)cc1CSc1nnc2c(Cl)cc(Cl)cn12,9.7,92.8,2.9,-14.1,7.2,1.8,97.5,0.9,7.4,-0.2
O=c1c(CN2CCN(Cc3ccccc3)CC2)coc2ccc(Cl)cc12,4.7,98.6,9.6,-24.2,11.0,-6.9,91.1,0.9,1.2,-0.1

# In the list so far, these contain a cyano group.
SMILES,APP 5UTR inh,STAT3 act,STAT1 blocker,G6PDH CS,Diaphorase inh,TLR4 MyD88 comp,STAT1 activator,Diaphorase act,STAT3 blocker,Hsp70 act
CC1(C)Cc2c(c(N3CCCC3)[nH]c(=S)c2C#N)CO1,5.5,104.8,-5.8,4.4,-1.0,-5.5,105.4,1,0.6,-0.3
CCOC(=O)CSc1nc2cc(C)ccc2cc1C#N,-134.6,107.9,-58.4,4.1,16.9,10.2,152.9*,0.8,-6.9,0.1

# Next section:
SMILES,APP 5UTR inh,STAT3 act,STAT1 blocker,G6PDH CS,Diaphorase inh,TLR4 MyD88 comp,STAT1 activator,Diaphorase act,STAT3 blocker,Hsp70 act
CC(C)CN(CC(C)C)C(=O)Nc1cccc([N+](=O)[O-])c1,-8.3,105.2,-7.3,4.8,4.8,-1.9,104.9,1,1.3,-0.1
COc1ccc2[nH]c3c(c2c1)CN(C)CC3,nt,92.5,9.3,-4.1,3.0,1.2,91.5,1,15.0,0.1
CN(C)Cc1ccc(F)cc1Sc1ccc(Cl)cc1Cl,1.3,103.8,0.3,8.2,3.0,-4.7,99.7,1,4.5,-0.5
CCOC(=O)N1CCC(NC(=O)C2CCN(C(=O)N3CC(C)Oc4ccccc43)CC2)CC1 (configuration not stated),4.8,98.9,-3.0,1.5,12.4,-5.9,102.7,0.9,-1.7,-0.3
CC(=O)Nc1cccc2c1C(=O)N(c1cccc(OC(C)=O)c1)C2=O,-0.4,88.3,-3.4,-2.9,10.9,5.8,102.8,0.9,18.4,-0.1
Cc1cc2nccc(-c3ccccn3)n2n1,-5.1,101.2,-6.0,3.8,3.4,-2.9,106.3,1,-0.8,-0.2
CCC1c2ccc(C)n2CCN1C(=O)Nc1ccccc1OC (configuration not stated),-16.9,103.9,-6.9,3.6,-5.6,-1.8,106.4,1.1,-0.5,-0.1
CCCOc1ccc(N)cc1N,-1.8,104.8,-13.1,42.2,37.6,0.4,112.0,0.6,-3.6,-0.2
Cc1ccc(CNC(=O)CS(=O)(=O)c2ccccc2)cc1,1.3,105.0,-7.9,10.0,29.1,2.4,105.9,0.7,2.2,-0.3
Cc1nc(NC(=O)c2cccc(-c3cc4ccccc4oc3=O)c2)ccc1Br,-1.8,102.3,-15.6,-9.6,-6.0,-6.7,114.2,1.1,2.8,-0.2
COc1ccc(C(=O)OCC(=O)Nc2ccc(Cl)cn2)cc1,-12.4,101.2,2.8,-0.3,-0.4,-2.7,97.1,1,6.2,-0.2
O=C(Cn1cc2c(n1)CCCC2)NCc1cccc(Cl)c1,2.8,96.9,8.1,-6.1,14.2,9.8,93.2,0.9,4.0,-0.3
COc1ccc(N(C(=O)CNC(=O)c2cccs2)C(C(=O)NCC2CCCO2)c2ccc(OC)c(OC)c2)cc1 (configuration not stated),2.6,88.8,14.7,4.7,10.4,8.6,86.8,0.9,18.4,0.2
COC(=O)c1c(C)[nH]c(C(=O)OCc2ccc(F)cc2)c1C,-67.6,92.9,-57.5,5.6,1.4,11.2,152.3*,1,12.7,0.6
CCCn1c(NC(=O)C2CCN(S(=O)(=O)c3cccs3)CC2)nc2ccccc21,11.1,80.1,17.8,1.0,-4.2,3.0,83.7,1,27.7,-0.6
C#CCOCCOCCOCCNc1nc(N2CCOCC2)nc(N2CCN(C(=O)[C@H]([C@@H](C)CC)n3cc(CCCN=C(N)N)nn3)CC2)n1,-6.0,100.1,-2.4,9.5,-5.5,2.2,102.2,1.1,-2.9,-0.1
CCOC(=O)C(=O)Nc1cc([N+](=O)[O-])ccc1C,1.9,99.0,1.9,-7.8,4.4,5.0,98.3,1,0.3,-0.3
COCCn1nnnc1CN(CCc1ccccc1)Cc1cc2ccc(C)cc2[nH]c1=O,-5.2,92.0,-2.4,2.5,9.4,-5.2,102.2,0.9,12.7,-0.1
O=C(CN1C(=O)C2CC=CCC2C1=O)Nc1nnc(SCc2ccc(Cl)cc2)s1 (configuration not stated),3.6,105.7,3.2,2.6,17.7,5.7,97.1,0.8,-2.2,-0.2
CC1(CC(=O)Nc2ccccc2)NC(=S)N(c2ccccc2)N1 (configuration not stated),-18.9,108.2,-23.0,-1.8,13.8,23.7,118.1,0.9,-4.9,-0.3
Cc1c(NC(=O)COc2ncnc3ccccc23)c(=O)n(-c2ccccc2)n1C,12.4,103.1,-1.1,9.1,7.5,-9.4,101.0,0.9,0.0,-0.4
COc1ccc(C(=O)Nc2cccc(C(=O)N3CCCC3)c2)cc1,6.7,96.6,3.1,13.4,12.5,1.3,97.2,0.9,8.8,-0.1
